Source: PubChem BioAssay (several laboratories)
VCAM1 TNFa inh = inhibitors of TNFa-induced VCAM1 expression, primary screen, imaging, HUVEC, TNFa stimulus, immunofluorescence; hit rate 0.48% among 95,000; inhibition, % at 2 µM; HUVEC TNFa-induced VCAM-1 immunofluorescence, high-content imaging;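 active = inhibition above the batch mean plus 3 SD, with images confirmed as a hit by eye, cut at about 37% in these data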;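 also: 0% = TNF-stimulated DMSO wells and 100% = unstimulated control wells; not every result past the cut was called active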
Candida biofilm = clotrimazole potentiators killing Candida biofilms, primary screen, with clotrimazole, Alamar Blue; hit rate 0.14% among 85,000; C. albicans biofilm + clotrimazole; inhibition, % at 6 µM;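 active = inhibition above 20%; inactive = inhibition below 20%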;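 also: preformed 24 hr biofilms exposed to compound for 48 hr; 0% = biofilm without compound and 100% = blank killed by clotrimazole plus chlorhexidine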
Smad3 inh = Smad3/FoxH1 peptide binding inhibitors, primary screen, biochemical, TR-FRET | TR-FRET Smad3/Dy647-FoxH1 peptide binding, europium anti-His | inhibition, % at 25 µM | hit rate 0.29% among 88,000;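 active = compounds that reduce the energy-transfer binding signal between the protein and its labelled peptide by more than half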;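 also: 0% = Smad3 plus labelled peptide maximal FRET and 100% = peptide-only background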
Target sequence (P84022 whole entry, looked up): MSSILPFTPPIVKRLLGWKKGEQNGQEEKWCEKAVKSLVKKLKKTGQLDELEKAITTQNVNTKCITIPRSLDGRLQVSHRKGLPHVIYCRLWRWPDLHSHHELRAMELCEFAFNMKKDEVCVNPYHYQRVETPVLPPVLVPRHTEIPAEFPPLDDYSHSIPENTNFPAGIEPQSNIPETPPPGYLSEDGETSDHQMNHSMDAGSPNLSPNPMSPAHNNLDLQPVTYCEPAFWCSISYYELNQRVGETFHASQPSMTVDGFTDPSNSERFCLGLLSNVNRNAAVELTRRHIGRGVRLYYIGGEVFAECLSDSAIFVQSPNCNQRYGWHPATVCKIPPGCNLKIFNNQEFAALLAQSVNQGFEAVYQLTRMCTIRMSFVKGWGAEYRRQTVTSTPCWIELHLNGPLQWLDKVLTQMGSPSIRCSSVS
hDAT+cocaine = changed hDAT dopamine uptake under cocaine IC80, either direction, primary screen, cocaine antagonist project, cell-based, LLC-PK1 hDAT, [14C]-dopamine uptake, MLSMR. Sodium-dependent dopamine transporter (Homo sapiens), Q01959. LLC-PK1 hDAT cells, [14C]-dopamine uptake with cocaine IC80; actives deviate in either direction. B-score at 10 µM. hit rate 1.3% among 110,000. AID 449768, 2010;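 active = Z score or B-score, a plate-position-corrected score, falls beyond the plate's 99.7% confidence bounds, in either direction; inactive = both scores lie inside the 99.7% bounds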;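 also: scored against the spread of the other compound wells on the same plate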
Target sequence (Q01959 whole entry, looked up): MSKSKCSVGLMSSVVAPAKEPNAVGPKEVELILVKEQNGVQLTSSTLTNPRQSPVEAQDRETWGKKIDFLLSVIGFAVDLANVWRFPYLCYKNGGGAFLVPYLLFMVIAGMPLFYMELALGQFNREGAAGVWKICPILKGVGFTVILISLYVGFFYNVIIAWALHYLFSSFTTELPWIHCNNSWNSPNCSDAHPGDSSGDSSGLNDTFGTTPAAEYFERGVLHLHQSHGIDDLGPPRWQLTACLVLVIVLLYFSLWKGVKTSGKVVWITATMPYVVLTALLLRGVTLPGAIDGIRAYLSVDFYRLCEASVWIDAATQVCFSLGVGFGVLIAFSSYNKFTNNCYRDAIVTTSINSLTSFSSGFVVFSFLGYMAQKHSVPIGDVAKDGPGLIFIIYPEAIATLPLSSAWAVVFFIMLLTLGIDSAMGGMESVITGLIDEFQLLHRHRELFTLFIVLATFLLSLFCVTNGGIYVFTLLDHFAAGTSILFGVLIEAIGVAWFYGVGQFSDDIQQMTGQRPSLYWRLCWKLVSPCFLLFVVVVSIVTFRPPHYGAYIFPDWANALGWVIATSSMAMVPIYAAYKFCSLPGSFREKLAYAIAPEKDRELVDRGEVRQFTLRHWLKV
HUVEC tox TNFa = cytotoxicity in TNFa-stimulated HUVEC, primary screen, cytotoxicity control for VCAM1 expression modulator project, imaging, Hoechst nuclei count; hit rate 0.17% among 93,000; AID 848, 2007; cell count reduction, % at 2 µM; HUVEC TNFalpha-stimulated, Hoechst cell count;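 active = cell count reduction exceeding the screen mean by over 5 SD, scaled to untreated wells per plate, cut at about 78% in these data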;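 also: cells counted after 24 h of TNF alpha exposure following the 1 h pretreatment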
IL1B cytotox = cytotoxicity in IL-1B stimulated HUVEC, primary screen, cytotoxicity control for IL-1B NFkB translocation project, imaging, Hoechst nuclear count, IL-1B stimulus | HUVEC cell count loss | cell count reduction, % at 2 µM | hit rate 0.41% among 94,000 | AID 845, 2007;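 active = cell count reduction more than 3 SD above the screen-wide mean, cut at about 70% in these data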;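 also: normalized per plate to untreated control cells as the no-loss baseline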
LYP inh 2 = PTPN22 phosphatase inhibitors, primary screen, biochemical, DiFMUP fluorescence, 2 µM; recombinant LYP catalytic domain; inhibition, % at 2 µM; hit rate 0.21% among 96,000;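 active = inhibition at 2 µM at or above a set limit, the screen mean plus 3 SD, cut at about 24% in these data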;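 also: 0% = DMSO with enzyme and 100% = enzyme fully blocked by orthovanadate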
MT1-MMP txn act = MT1-MMP promoter reporter activation – cell-based, luciferase luminescence, primary screen | HT1080 MT1-MMP promoter luciferase reporter, overnight; active compounds read high | hit rate 0.16% among 86,000 | activation factor at 10 µM;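 active = activation factor of at least 2 for MT1-MMP transcription at 10 µM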
F-actin modifier = modifiers of F-actin cytoskeleton organization, primary screen, imaging, HUVEC, phalloidin staining, high-content imaging; inhibition, % at 2 µM; HUVEC TNFa F-actin phalloidin imaging; hit rate 0.18% among 91,000;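 active = inhibition above the batch mean plus 3 SD and confirmed as a hit by visual image inspection, cut at about 30% in these data, passing the limit was not always enough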; also: strong numbers were not always called active
Starred values were filed as active, the others as inactive; . = not tested or not shown; [ ] = dose if it differs, or a comment. Only part of the results is shown. The share of hits here may be higher or lower than overall.

SMILES | VCAM1 TNFa inh | Candida biofilm | Smad3 inh | hDAT+cocaine | HUVEC tox TNFa | IL1B cytotox | LYP inh 2 | MT1-MMP txn act | F-actin modifier
Cc1ccc2oc3nc(C)c(C(=O)O)cc3c(=O)c2c1 | -3 | . | . | -0.33 | 1 | 12 | 5 | . | -12
CC(C)N(C(=O)COc1ccc(Br)cc1Cl)C(C)C | -9 | 5 | 7 | 0.14 | -7 | -12 | -10 | 1.2 | 0
c1csc(-c2nnc3ccccn23)c1 | -14 | 9 | -5 | 1.6 | -5 | 16 | 5 | 1.1 | 15
Brc1ccc2[nH]c3nc(SCCN4CCOCC4)nnc3c2c1 | 3 | 5 | 11 | . | -7 | -15 | -5 | 0.9 | 19
Cn1c(NCCCN2CCOCC2)nc2c1c(=O)n(Cc1ccc(Cl)cc1Cl)c(=O)n2C | -2 | 3 | -3 | 0.93 | -10 | -2 | -5 | 1 | 9
C=COC(=O)CSc1nc(-c2cccs2)ccc1C#N | 6 | 5 | 9 | -0.53 | 0 | 2 | -10 | 1.4 | -4
Cc1ccc(S(=O)(=O)n2nc(C)c(Br)c2C)c(C)c1C | 32 | . | . | -0.6 | -15 | 0 | -1 | 1.2 | -8
O=C1C2CCCN2C(c2ccccc2)N1c1ccc(Cl)cc1 (stereo unspecified) | 0 | 6 | -6 | 0.044 | 48 | 10 | -10 | 1.3 | 28
O=[N+]([O-])c1ccc(NC(=S)N/C(=N/CS(=O)(=O)c2ccccc2)c2ccccc2)cc1 | -2 | 5 | 10 | 0.57 | -22 | 0 | 11 | 1.3 | 12
COC(=O)c1c(NC(=S)Nc2ccccc2Cl)sc(C)c1C | -7 | . | . | 0.23 | -22 | -1 | 2 | . | -14
O=C(CN(CCCN1CCOCC1)C(=O)Cn1nnc(-c2ccc(F)cc2)n1)NC1CCCCC1 | 11 | 3 | 15 | 0.13 | -20 | 1 | 9 | 1 | 14
NC(=O)CCn1nc(-c2ccccc2)c2ccccc2c1=O | . | 1 | -2 | -0.34 | . | . | . | 1 | .
Cc1nc2scc(-c3ccco3)c2c(=O)n1/N=C/N(C)C | -10 | 7 | -6 | 0.012 | -8 | -42 | 5 | 1 | -7
C/C(=N\OC(=O)c1ccc(F)cc1)c1sc(-c2ccccc2)nc1C | 1 | . | . | 0.34 | 11 | 12 | 2 | . | -4
CC(C)C1Oc2ccccc2N(CC(=O)N(Cc2ccccn2)CC2CCCO2)C1=O (stereo unspecified) | . | 5 | -7 | 1.5 | . | . | . | 1 | .
N/C(CC(=O)Nc1cccc(C(F)(F)F)c1)=N/O | 19 | 4 | 1 | 0.49 | -16 | -5 | -1 | 1.1 | 13
COc1cccc(-c2nnc(SCC(=O)OC(C)C)n2N)c1 | -5 | 5 | 6 | -0.1 | -29 | -15 | -4 | 1 | 7
CC(=O)N(c1ccc2oc(=O)sc2c1)S(=O)(=O)c1ccccc1 | 16 | 6 | -2 | -0.29 | -1 | -16 | -4 | 1 | -5
CSCCC(NS(=O)(=O)c1ccc(Cl)cc1)C(=O)OCC(=O)NC12CC3CC(CC(C3)C1)C2 (stereo unspecified) | 11 | -1 | 1 | -0.35 | -12 | -27 | 3 | 1.2 | 6
Clc1ccccc1OCc1nn2c(-c3ccncc3)nnc2s1 | 7 | 4 | 4 | -0.1 | 1 | -36 | -6 | 1.1 | -10
Cc1ccc(NC(=O)N(CCCN2CCOCC2)Cc2cc3cc4c(cc3[nH]c2=O)OCO4)cc1 | 14 | . | . | . | 13 | 3 | -3 | 1.2 | 16
Cc1ccc(N(C(=O)C2CCC(=O)N2)C2(C(=O)NC3CCCC3)CCCCC2)cc1 (stereo unspecified) | 1 | -2 | 12 | -0.9 | -32 | 2 | -24 | 1 | 7
COc1cc2c(cc1NC(=O)C(C)OC(=O)C1CC(=O)N(Cc3ccco3)C1)oc1ccccc12 (stereo unspecified) | 14 | 5 | -6 | 0.78 | 2 | 7 | -6 | 2.1* | -9
CCOC(=O)N1CCN(c2c(NCCCN(CC)Cc3ccccc3)c(=O)c2=O)CC1 | -7 | 11 | 4 | 0.68 | -8 | -9 | 3 | 1.2 | 11
O=C(NCc1cccnc1)C1CCCN(S(=O)(=O)c2ccc(Cl)cc2)C1 (stereo unspecified) | 13 | 7 | 2 | -0.38 | 46 | 4 | 5 | 1 | -1
CN(Cc1ccccc1)C(=O)CN1C(=O)C2C3C=CC(C3)C2C1=O (stereo unspecified) | 0 | 1 | -19 | 0.58 | -22 | . | -3 | 1.1 | 26
C1CN(CC23CC4CC(CC(C4)C2)C3)CCO1 | 1 | 5 | 1 | 0.75 | . | 49 | -6 | 1.3 | 3
CC(C)[C@H](NC(=O)c1cccc(S(=O)(=O)N2CCCC2)c1)c1nc2ccccc2[nH]1 | -42 | . | . | -0.14 | 8 | -39 | 10 | . | -9
N#Cc1nc(-c2cccs2)oc1NCc1ccccc1 | 6 | -4 | -3 | 1.2 | -12 | -5 | -2 | 1.2 | 16
CC(=O)c1c(C)[nH]c(C(=O)OCn2nnc3ccccc3c2=O)c1C | 3 | 6 | 11[fluorescence artefact?] | 0.0039 | -21 | 9 | -7 | 1.1 | -3
COc1ccc(CNS(=O)(=O)c2ccc(OC)cc2)cc1 | -7 | 1 | 8 | 1.3 | 12 | 1 | -2 | 0.9 | -11
O=C(NCc1cccc(C(F)(F)F)c1)C1CCCN(c2ncccn2)C1 (stereo unspecified) | 4 | 2 | 8 | 0.46 | -8 | -11 | 2 | 1.1 | 38
C/C(N)=N\S(=O)(=O)c1ccc(Cl)cc1 | -3 | 6 | 2 | -0.011 | -15 | -4 | -7 | 1.1 | 16
CCOc1cccc(=O)c2c(C)n(C)c(C)c12 | 12 | 4 | 6 | 1.5 | -22 | 2 | 4 | 1.1 | 1
COc1ccc(CCNC(=O)c2cccnc2)cc1OC | 9 | . | 1 | 0.099 | -7 | 14 | -2 | 1.1 | 2
CCC1(C)CC(c2csc(N)n2)CCO1 (stereo unspecified) | -9 | 6 | 5[fluorescence artefact?] | -0.61 | -27 | 42 | 0 | 1.2 | 13
COc1ccccc1NC(=O)CN1CCN(CC(=O)Nc2ccc3c(c2)OCO3)CC1 | . | 7 | 5 | -4.3* | . | . | . | 1.1 | .
O=C(COC(=O)c1cccnc1Nc1ccccc1F)NCCN1C(=O)CSC1=O | -7 | . | . | -0.039 | -5 | -2 | -9 | . | -15
O=C(O)c1ccccc1NCN1C(=O)C2CC=C(Cl)CC2C1=O (stereo unspecified) | 25 | 3 | 2 | -1.5 | -28 | 3 | 2 | 1.1 | -11
CCCOc1ccc(Br)cc1/C=N/O | 5 | 2 | -1 | 0.4 | -7 | 2 | -9 | 1.3 | -30
Cc1c(NC(=O)CN2C(=O)C3C4C=CC(C4)C3C2=O)c(=O)n(-c2ccccc2)n1C (stereo unspecified) | 18 | 8 | 8 | 0.29 | 7 | -2 | -7 | 1.1 | -8
CCOC(=O)c1c(-c2ccccc2)csc1NC(=O)CSc1nnnn1C | -11 | 8 | 2 | -0.31 | 4 | 15 | 3 | 1 | -4
O=S(=O)(NC1CCCCC1NCc1ccco1)c1ccc(Cl)cc1 (stereo unspecified) | -6 | . | . | -1.4 | -23 | 8 | -3 | 1 | 47
COc1ccc(C(=O)CSc2ncn[nH]2)cc1OC | 3 | 6 | -4 | 0.6 | 8 | 6 | -5 | 1.1 | -8
O=C(c1ccc(N2CCCC2=O)cc1)N1CCOCC1 | 5 | . | . | -0.85 | -10 | -12 | -14 | 1 | -19

hDAT+cocaine: entries above that show a hit
SMILES	VCAM1 TNFa inh	Smad3 inh	hDAT+cocaine	LYP inh 2	MT1-MMP txn act	F-actin modifier
COc1ccccc1NC(=O)CN1CCN(CC(=O)Nc2ccc3c(c2)OCO3)CC1	.	5	-4.3*	.	1.1	.

Additional entries follow:
SMILES | VCAM1 TNFa inh | Candida biofilm | Smad3 inh | hDAT+cocaine | HUVEC tox TNFa | IL1B cytotox | LYP inh 2 | MT1-MMP txn act | F-actin modifier
O=C(Nc1cccc2c1CCCC2)c1cc([N+](=O)[O-])ccc1Cl | 11 | . | . | -0.84 | -4 | -6 | 12 | . | -11
O=C(OCC(=O)N1c2ccccc2Sc2ccccc21)C1CC(=O)N(Cc2ccco2)C1 (stereo unspecified) | 5 | 1 | 2 | -0.44 | -25 | 1 | -14 | 1.2 | 12
COc1ccc(OC)c2[nH]c(=O)c(CCNC(=O)c3cc4ccccc4o3)cc12 | . | 4 | 4 | 0.59 | . | . | . | 0.9 | .
CC1CCCN(CCCNC(=O)C2CC(=O)N(c3ccc(F)c(Cl)c3)C2)C1 (stereo unspecified) | -13 | 6 | -11 | -0.74 | -14 | -3 | -2 | 0.9 | -14
CCOC(=O)c1nc(-c2ccc3c(c2)OCO3)[nH]c1C | . | 1 | -3 | -0.087 | . | . | . | 1.5 | .
Nc1nc2ccccc2nc1N1CCCC1 | 21 | 5 | 5 | -1.2 | -6 | -17 | 14 | 1.2 | -11
Cc1ccc2oc(=O)c3cnn(CC(=O)NC4CCC(C)CC4)c3c2c1 (stereo unspecified) | 11 | 4 | -1 | 0.13 | -36 | -6 | 4 | 1.1 | 9
Cc1cccc(CC(=O)Nc2cc(=O)n(C)c(=O)n2C)c1 | . | 15 | -4 | 1.4 | . | . | . | 1 | .
COc1ccc(-c2csc(NC(=O)CSc3nc(C)cs3)n2)cc1 | -28 | 8 | -5 | 0.032 | 11 | 37 | 17 | 1.3 | 10
CCc1nnc(NC(=O)C2CC(=O)N(c3ccc(C)cc3)C2)s1 (stereo unspecified) | 16 | 6 | 12[fluorescence artefact?] | -0.04 | 38 | 12 | -2 | 1 | 20
COc1ccc(CN2CCc3ccccc3C2)c(OC)c1OC | -10 | 0 | -15 | -1.1 | 2 | 14 | 10 | 1 | -6
Cc1ccc(OCc2nnc(SCC(=O)Nc3cc(C)on3)n2C)cc1 | -7 | 8 | 13[fluorescence artefact?] | 0.052 | 0 | 0 | -4 | 1 | 46
O=C1CC(c2ccccc2)n2nc(NC(=O)C3CCCO3)nc2N1 (stereo unspecified) | 11 | 7 | 11 | -0.95 | -11 | 2 | 5 | 1.2 | .
Cn1nnc2c(sc3nc(N4CCOCC4)c4c(c32)CCCC4)c1=O | . | -1 | -1 | -0.042 | . | . | . | 1.3 | .
Cc1cccc(-c2nnc3sc(-c4ccccc4C)nn23)c1 | . | -4 | -8 | 0.095 | . | . | . | 1.4 | .
Cc1cc(C)cc(OCC(=O)Nc2cccc(-c3nc4ncccc4o3)c2)c1 | 6 | 15 | 3 | -0.033 | -37 | 5 | -14 | . | 3

Some of these compounds in order of SMILES length, falling:
SMILES | VCAM1 TNFa inh | Candida biofilm | Smad3 inh | hDAT+cocaine | HUVEC tox TNFa | IL1B cytotox | LYP inh 2 | MT1-MMP txn act | F-actin modifier
Cc1ccc2oc(=O)c3cnn(CC(=O)NC4CCC(C)CC4)c3c2c1 (stereo unspecified) | 11 | 4 | -1 | 0.13 | -36 | -6 | 4 | 1.1 | 9
Cc1ccc(OCc2nnc(SCC(=O)Nc3cc(C)on3)n2C)cc1 | -7 | 8 | 13[fluorescence artefact?] | 0.052 | 0 | 0 | -4 | 1 | 46
Cc1cccc(CC(=O)Nc2cc(=O)n(C)c(=O)n2C)c1 | . | 15 | -4 | 1.4 | . | . | . | 1 | .
